Compound activity deposited in PubChem BioAssay by several laboratories.
GALR2 antag: GALR2 antagonists in receptor-expressing cells, primary screen. antagonist mode. 0.39% of 140,000 active. inhibition, % at 4 µM. Galanin receptor type 2 (Homo sapiens), O43603. AID 828, 2007; in the data active = inhibition above about 27%;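 note: cells stimulated with galanin 1-16 at roughly its EC80; 0% = agonist challenge control and 100% = basal control without agonist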
Target sequence (O43603 whole entry, looked up): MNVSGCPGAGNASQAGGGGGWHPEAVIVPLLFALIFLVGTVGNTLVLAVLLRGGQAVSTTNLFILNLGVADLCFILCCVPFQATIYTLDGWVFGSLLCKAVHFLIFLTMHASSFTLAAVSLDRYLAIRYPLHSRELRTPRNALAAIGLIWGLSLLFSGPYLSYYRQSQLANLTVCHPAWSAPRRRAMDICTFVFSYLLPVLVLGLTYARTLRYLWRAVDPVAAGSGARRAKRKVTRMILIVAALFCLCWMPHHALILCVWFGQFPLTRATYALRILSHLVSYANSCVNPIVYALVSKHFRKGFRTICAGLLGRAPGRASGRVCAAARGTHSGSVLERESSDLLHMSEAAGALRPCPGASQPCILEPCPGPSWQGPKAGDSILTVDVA
Phagocyt inh: inhibitors of macrophage phagocytosis, primary screen, imaging, J774A.1 cells, IgG beads; J774A.1 macrophage IgG-bead phagocytosis; inhibition, % at 5 µM; 0.07% of 110,000 active; AID 1029, 2008;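 active = inhibition above the mean of the plate negative controls plus 5 SD, cut at about 13% in these data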;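 note: phagocytic index as fraction of beads internalized from green versus red external bead signal; plate controls were DMSO negative control for no effect and cytochalasin-D positive control for full effect; some results beyond the cut were filed as inactive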
MRP-1 activ: H69AR viability gain despite doxorubicin, primary screen, MRP-1 activator project, H69AR cells, CellTiter-Glo. viability rescue. viability increase, % at 10 µM. 0.61% of 140,000 active. AID 799, 2007;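 active = viability gain under doxorubicin at or above a set limit, the compound median plus 3 SD, cut at about 4.7% in these data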;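 note: MRP-1 overexpressing cells given doxorubicin 25 µM after compound pretreatment; 18-22 h compound pretreatment then 72 h with doxorubicin before readout; 0% = doxorubicin-only wells and 100% = vehicle-treated cells without doxorubicin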
Measles CPE: compounds protecting cells from measles virus cytopathic effect, primary screen, measles RdRp inhibitor project, single point, MLSMR library, absorbance. Measles virus-infected cells, CPE protection. protection (pct of control), % at 4 µM. 1.5% of 140,000 active. AID 841, 2007; in the data active = protection mostly above about 24%, no sharp cut-off; inactive = mostly below about 26%; note: some compounds called inactive have numbers as strong as hits
NPY-Y2 antag: NPY-Y2 receptor antagonists, primary screen, cell-based; Neuropeptide Y receptor type 2 (Homo sapiens), P49146; NPY-Y2 expressing cells, antagonist mode; inhibition, % at 2.7 µM; 0.99% of 140,000 active; in the data active = inhibition above about 17%;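 note: 0% = vehicle with agonist challenge and 100% = reference antagonist with challenge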
Target sequence (P49146 whole entry, looked up): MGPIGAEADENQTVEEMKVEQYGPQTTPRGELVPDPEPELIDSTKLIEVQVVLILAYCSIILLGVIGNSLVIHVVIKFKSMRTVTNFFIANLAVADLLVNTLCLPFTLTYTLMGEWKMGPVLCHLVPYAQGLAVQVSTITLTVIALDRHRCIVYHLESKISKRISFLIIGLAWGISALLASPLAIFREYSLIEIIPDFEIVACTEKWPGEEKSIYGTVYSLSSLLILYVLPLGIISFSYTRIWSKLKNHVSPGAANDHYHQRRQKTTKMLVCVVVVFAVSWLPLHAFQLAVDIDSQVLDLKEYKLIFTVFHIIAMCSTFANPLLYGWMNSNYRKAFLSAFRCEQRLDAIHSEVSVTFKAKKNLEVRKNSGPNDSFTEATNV
HCT116 bCat-KO: primary screen for growth suppressors in beta-catenin knockout HCT116 cells (colon tumor, human). HCT116 beta-catenin knockout viability, CellTiter-Glo, 60 h; hits give low values. viability, % at 10 µM. 1.5% of 140,000 active. AID 818, 2007;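 active = viability at or under a set limit, the compound median less 4 SD, cut at about 6% in these data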;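 note: 0% = Hyamine 1622 control at 20 µM and 100% = untreated cell control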
Yeast growth inh: growth inhibitors of yeast BB579 in restrictive medium, primary screen, yeast lifespan-shortening project, S. cerevisiae; inhibition, % at 10 µM; 0.51% of 140,000 active; OD615, 48 h; AID 804, 2007;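 active = inhibition above a set limit, 3 SD over the mean compound inhibition, cut at about 44% in these data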; note: inactives centre near -24
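Test system: DeaD yeast strain BB579 / Buffer or medium: restrictive glucose-based CSMM-D medium / Doses: single 10 µM dose / Schedule: 4 h cell preincubation, 48 h compound exposure, 30 °C humidified / Technique: culture absorbance at 615 nm / Controls: amphotericin B positive control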
E-sel TNF inh: E-selectin induction blockers in HUVEC – imaging, immunofluorescence, high content, primary screen. 0.71% of 120,000 active. inhibition, % at 2 µM. HUVEC TNFa-induced E-selectin immunofluorescence;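 active = inhibition above the batch mean plus 3 SD, and confirmed as a hit on visual image review, cut at about 43% in these data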;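 note: 0% = TNF-stimulated DMSO wells and 100% = unstimulated control wells; not every result past the cut was called active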
Yeast lifespan up: compounds extending yeast replicative lifespan, primary screen, S. cerevisiae, OD615; S. cerevisiae growth with nicotinamide; deaD strain in restrictive glucose medium; inhibition of the nicotinamide effect, % at 10 µM; 0.68% of 130,000 active; AID 775, 2007;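 active = inhibition above a set limit, placed 3 SD over the median of all compounds, cut at about 26% in these data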;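 note: 0% = nicotinamide-treated wells and 100% = cells grown without nicotinamide; some compounds called inactive have numbers as strong as hits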
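Test system: DeaD-strain S. cerevisiae / Buffer or medium: restrictive glucose medium / Also added: nicotinamide 1.5 mM / Doses: one concentration, 10 µM, DMSO 0.25% / Schedule: 48 h at 30 °C / Signal: OD615 measurement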
PTEN del growth: growth suppression of PTEN-null HCT116, primary screen, cell-based, CellTiter-Glo; viability, % at 10 µM; AID 827, 2007; 1.2% of 140,000 active; HCT116 PTEN-null viability, 60 h; hits give low values;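 active = viability at or below a set limit, 4 SD under the median of all tested compounds, cut at about 3.7% in these data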;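 note: PTEN knockout HCT116 line with beta catenin targeted HCT116 as companion control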
* marks the source's active call; other numbers are inactive results; nt = not tested or not shown.

#1 CCCC(c1nnnn1Cc1ccc(OC)cc1)N1CCN(c2ccccc2)CC1 (stereo not given)
#2 C=CCn1c(=O)c2ccccc2n2c(SCC(=O)c3ccccc3)nnc12
#3 CCOC(=O)c1nc[nH]c1C
#4 COc1ccc(C(c2c(O)cc(C)oc2=O)c2c(O)cc(C)oc2=O)cc1
#5 CCCOc1ccc(NC(=O)CC2C(=O)N(C)C(=S)N2Cc2cccs2)cc1 (stereo not given)

entry no.,1,2,3,4,5
Yeast lifespan up,15,-6,-1,6,nt
PTEN del growth,68,94,104,106,81
NPY-Y2 antag,6,4,4,5,1
Measles CPE,2,1,10,33,14
Yeast growth inh,-31,-13,-8,6,-30
GALR2 antag,-15,-1,-9,7,0
MRP-1 activ,-1.4,-1.2,0.7,-1.2,-5.9
E-sel TNF inh,-30,nt,5,-35,nt
HCT116 bCat-KO,78,86,100,87,72
Phagocyt inh,-4,-1,-1,-1,nt

#6 O=C(CSc1cnc2ccccc2n1)c1ccc(F)cc1
#7 COc1ccc(NC(=O)C2CSC3c4ccccc4C(=O)N23)cc1 (stereo not given)
#8 COc1ccc(C(=O)COC(=O)[C@H](C)Nc2ccc(C(F)(F)F)cc2[N+](=O)[O-])c(OC)c1
#9 COc1cccc(C2=NOC(C(=O)Nc3cc(C)nn3-c3ccccc3)C2)c1OC (stereo not given)
#10 Cc1ccc(CS(=O)(=O)CCC(=O)NCCCN2CCCC2)cc1

entry no.,6,7,8,9,10
Yeast lifespan up,-3,-11,-4,-9,-8
PTEN del growth,83,91,101,53,99
NPY-Y2 antag,7,0,-1,3,4
Measles CPE,7,35,3,5,7
Yeast growth inh,-29,-37,-25,-37,-9
GALR2 antag,22,2,1,7,-9
MRP-1 activ,-1.2,-0.2,-2.6,-4.1,-0.9
E-sel TNF inh,nt,-12,-3,nt,-15
HCT116 bCat-KO,86,93,88,57,101
Phagocyt inh,-6,-1,-1,1,nt

#11 CCOC(=O)c1ccc(NC(=O)c2cn(CCC#N)nc2-c2ccc3c(c2)OCCO3)cc1
#12 CCCCCCn1c(CN2CCN(CCO)CC2)nc2c1c(=O)n(C)c(=O)n2C
#13 COC(=O)c1cccc(NC(=O)CN2CCC(NC(=O)c3cc(OC)c(OC)c(OC)c3)CC2)c1
#14 O=C(Cn1nc(C(F)(F)F)c2c1CCCC2)NC1CCCC1
#15 O=C(NCc1cccnc1)c1ccc(Cl)cc1[N+](=O)[O-]

entry no.,11,12,13,14,15
Yeast lifespan up,10,2,-9,-4,-1
PTEN del growth,84,83,73,86,104
NPY-Y2 antag,0,-1,3,1,0
Measles CPE,13,8,13,12,3
Yeast growth inh,-30,-21,-35,11,-1
GALR2 antag,6,-8,0,9,-3
MRP-1 activ,1.9,-4.7,-2.1,-0.5,0.5
E-sel TNF inh,12,-2,8,15,-42
HCT116 bCat-KO,96,92,83,80,92
Phagocyt inh,-5,-2,nt,nt,-1

#16 NC(=O)c1ccsc1NC(=O)C1CCCCC1
#17 CCOC(=O)c1nnn(-c2nonc2N)c1CN(CC)c1ccccc1
#18 O=C(Cn1cccc1C(=O)c1ccccc1)NCc1cccs1
#19 CN(C)CCCN1C(=O)C(=O)/C(=C(/O)c2ccncc2)C1c1cccc(Br)c1 (stereo not given)
#20 CCOC(=O)C1(CC)NC(c2ccco2)C2C(=O)N(CC)C(=O)C21 (stereo not given)

entry no.,16,17,18,19,20
Yeast lifespan up,-9,2,-15,-4,-11
PTEN del growth,100,103,86,95,92
NPY-Y2 antag,3,4,1,-1,0
Measles CPE,4,3,16,21,9
Yeast growth inh,-43,-61,-10,1,-4
GALR2 antag,5,-1,2,-2,-8
MRP-1 activ,-0.3,-0.7,-1.1,0.2,-1.0
E-sel TNF inh,nt,10,40,-15,-10
HCT116 bCat-KO,84,96,75,102,84
Phagocyt inh,0,-1,nt,nt,0

#21 CCOc1ccccc1NC(=O)CSc1nnc(Cc2cccn2C)n1-c1ccc(F)cc1
#22 COc1ccc(NC(=O)c2oc3ccccc3c2C)c(OC)c1
#23 Cc1cc(C)c2c(c1)cc(C)c1nnc(SCC(=O)Nc3ccc(S(=O)(=O)N4CCCCC4)cc3)n12
#24 O=C(Nc1cccc(Cl)c1)Nc1nccs1
#25 C=CCN1CC(c2nc3ccccc3n2Cc2ccccc2)CC1=O (stereo not given)

entry no.,21,22,23,24,25
Yeast lifespan up,-7,-14,-1,-28,-6
PTEN del growth,63,92,80,80,84
NPY-Y2 antag,0,6,1,-1,3
Measles CPE,4,6,50*,4,7
Yeast growth inh,-12,-14,-9,-29,-44
GALR2 antag,-1,5,-2,4,12
MRP-1 activ,-4.7,-1.2,-1.6,-1.9,-0.9
E-sel TNF inh,nt,-2,nt,nt,12
HCT116 bCat-KO,75,83,71,83,87
Phagocyt inh,0,nt,-5,2,0

#26 CCOc1cc(/C=N/NC(=O)CSc2nncn2C)ccc1OC(=O)c1ccc(Cl)cc1
#27 CC(C)c1nccn1S(=O)(=O)c1cccc([N+](=O)[O-])c1
#28 O=C(NCc1ccc(F)cc1)C1CCN(S(=O)(=O)c2ccc3c(c2)OCCCO3)CC1
#29 CNCCc1ccccn1
#30 Cc1nn2c(CN(C(=O)CN3CCOCC3)c3ccccc3)nnc2c2ccccc12

entry no.,26,27,28,29,30
Yeast lifespan up,-1,-3,7,6,-3
PTEN del growth,91,92,90,103,100
NPY-Y2 antag,2,3,-1,-2,3
Measles CPE,3,21,11,18,12
Yeast growth inh,7,-18,-32,-6,-12
GALR2 antag,5,-4,-15,1,-3
MRP-1 activ,-0.8,-1.3,-1.1,-0.5,-1.1
E-sel TNF inh,nt,-9,-23,nt,30
HCT116 bCat-KO,99,94,94,89,95
Phagocyt inh,-1,-9,-4,nt,-5

#31 CCOc1cc(C(=O)OCC(=O)Nc2ncc(Cl)c(C)c2Cl)ccc1OCC(=O)N1CCOCC1
#32 CCCCNC(=O)c1onc(CSc2ccccc2)c1C(=O)O
#33 CC1Cc2nc(SCC(=O)NC3CCCCC3)n(C)c(=O)c2S1 (stereo not given)
#34 Cc1ccc(N2C(=O)CC(Nc3ccccc3)C2=O)cc1 (stereo not given)
#35 O=C(NC1CCCC1)c1ccc(CS(=O)(=O)c2cccc(C(F)(F)F)c2)o1

entry no.,31,32,33,34,35
Yeast lifespan up,6,3,-11,-8,-15
PTEN del growth,100,97,102,105,101
NPY-Y2 antag,10,12,9,-1,2
Measles CPE,6,6,10,7,nt
Yeast growth inh,-34,-40,-104,-17,-48
GALR2 antag,6,-12,-6,-5,8
MRP-1 activ,-0.1,0.2,-0.4,-0.1,-0.3
E-sel TNF inh,7,-4,-5,-23,7
HCT116 bCat-KO,96,97,105,103,100
Phagocyt inh,-7,nt,1,nt,-2

#36 COC(=O)C(C)Sc1ncnc2c1nnn2-c1ccc(F)cc1 (stereo not given)
#37 O=C(CNS(=O)(=O)c1ccc2ccccc2c1)OCC(=O)c1ccc(Br)s1
#38 Cc1cccc(N2CCN(C(=O)c3ccccc3NC(=O)C3CC=CCC3C(=O)O)CC2)c1 (stereo not given)
#39 Cc1ccc(C(=O)NC(C)(COc2nonc2C)COc2nonc2C)cc1
#40 COC(=O)CCC(=O)Nc1ccc(Br)cc1

entry no.,36,37,38,39,40
Yeast lifespan up,-7,-7,-10,-1,-28
PTEN del growth,90,110,100,81,97
NPY-Y2 antag,3,2,-1,5,2
Measles CPE,2,5,8,4,4
Yeast growth inh,-44,-77,-60,-25,-56
GALR2 antag,-8,-9,13,0,8
MRP-1 activ,-1.2,0.4,0.2,-2.6,-2.0
E-sel TNF inh,nt,-4,-5,28,-7
HCT116 bCat-KO,94,100,96,96,107
Phagocyt inh,0,2,0,1,-1

#41 O=C(Nc1ccccc1)c1ccc2nsnc2c1
#42 Cc1ccc(NC(=O)c2nc[nH]c2C(=O)Nc2ccc(C)cc2)cc1
#43 CC1Cc2nc(SCC(=O)NCc3ccccc3)n(Cc3ccccc3)c(=O)c2S1 (stereo not given)
#44 CN1C(=O)OC(C)(CCc2ccccc2)C1(C)O (stereo not given)
#45 CCn1c(SCC(=O)NCc2ccco2)nnc1C(C)C
#46 COc1ccc(NC(=O)CN(C)C(C)C(=O)N2CCCCC2)cc1 (stereo not given)
#47 COc1cc(NC(=O)c2ccccc2Cl)ccc1NC(=O)c1ccco1

entry no.,41,42,43,44,45,46,47
Yeast lifespan up,-10,13,-9,-14,-8,-16,-25
PTEN del growth,97,45,96,85,91,109,99
NPY-Y2 antag,4,0,3,2,23*,-2,3
Measles CPE,10,59*,9,5,15,6,4
Yeast growth inh,-2,-14,-16,-47,-21,-60,10
GALR2 antag,5,-8,11,10,14,5,4
MRP-1 activ,-2.4,-3.8,-2.9,-2.1,-0.8,-0.9,-2.3
E-sel TNF inh,1,14,nt,nt,nt,-4,16
HCT116 bCat-KO,96,49,86,95,98,103,92
Phagocyt inh,nt,-2,0,nt,0,nt,nt

Reprinted at random: 5 compounds from above
#45 CCn1c(SCC(=O)NCc2ccco2)nnc1C(C)C
#46 COc1ccc(NC(=O)CN(C)C(C)C(=O)N2CCCCC2)cc1 (stereo not given)
#47 COc1cc(NC(=O)c2ccccc2Cl)ccc1NC(=O)c1ccco1
#43 CC1Cc2nc(SCC(=O)NCc3ccccc3)n(Cc3ccccc3)c(=O)c2S1 (stereo not given)
#41 O=C(Nc1ccccc1)c1ccc2nsnc2c1

entry no.,45,46,47,43,41
Yeast lifespan up,-8,-16,-25,-9,-10
PTEN del growth,91,109,99,96,97
NPY-Y2 antag,23*,-2,3,3,4
Measles CPE,15,6,4,9,10
Yeast growth inh,-21,-60,10,-16,-2
GALR2 antag,14,5,4,11,5
MRP-1 activ,-0.8,-0.9,-2.3,-2.9,-2.4
E-sel TNF inh,nt,-4,16,nt,1
HCT116 bCat-KO,98,103,92,86,96
Phagocyt inh,0,nt,nt,0,nt
